Screening results from PubChem.
TbPYK inhibitor = blocks Trypanosoma brucei pyruvate kinase; Q57TT1; Potency, µM (highest dose often 76.8 µM), for inactives: at the highest dose activity, negative = inhibition, most hits filed as inhibitors; 0.12% of 410,000 active; TbPYK enzyme, Kinase-Glo Plus ATP luminescence, 45 min; also: potency is read from the fitted curve at half-maximal effect; nearly all actives have a fitted effect of over 50% in size
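Activity of T. brucei pyruvate kinase was followed by Kinase-Glo Plus luminescence after the enzyme reacted 45 min at room temperature with 130 uM ADP (final) and substrate. Test compounds were added before ADP at multiple concentrations.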
AmpC no deterg = inhibitors of E. coli AmpC beta-lactamase without detergent; P00811; AmpC nitrocefin hydrolysis, absorbance 480 nm, 0.0001% Triton; Potency, µM (series often up to 57.1 µM), for the others: top-dose activity change, negative = inhibition, most hits filed as inhibitors; 0.52% of 330,000 active; AID 485341;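 also: potency is read from the fitted curve at half-maximal effect; plate controls were no compound for no effect and no enzyme for full effect; nearly all actives have a fitted effect of over 20% in size; some results filed as inactive show a strong effect at the top dose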
Target sequence (P00811 whole entry, looked up): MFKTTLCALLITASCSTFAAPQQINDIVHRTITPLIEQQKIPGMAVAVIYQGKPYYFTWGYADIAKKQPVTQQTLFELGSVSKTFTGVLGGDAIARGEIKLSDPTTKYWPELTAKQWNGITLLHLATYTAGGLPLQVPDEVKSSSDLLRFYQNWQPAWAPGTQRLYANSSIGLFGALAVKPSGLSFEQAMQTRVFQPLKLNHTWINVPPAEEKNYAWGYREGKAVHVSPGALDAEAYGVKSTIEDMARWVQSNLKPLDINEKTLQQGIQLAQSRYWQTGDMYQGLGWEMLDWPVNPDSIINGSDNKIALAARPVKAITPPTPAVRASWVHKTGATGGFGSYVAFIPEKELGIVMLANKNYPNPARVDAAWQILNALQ
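20 mM phosphate pH 7.0 + 0.01% (detergent screen) or 0.0001% Triton X-100; 5.3 nM AmpC reagent; cpd preinc 15 min RT; nitrocefin (800 uM stock) to start; A480 q20 s × 4 min; Activity was normalised to no-enzyme and no-compound control wells.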
LmPK inhibitor = LmPK (Leishmania mexicana) enzyme inhibition; purified LmPK, Kinase-Glo ATP luminescence, 1 h; 0.37% of 290,000 active; Potency, µM (top dose mostly 57.5 µM), without a hit: at the top dose activity change, negative = inhibition, most hits filed as inhibitors; AID 1721; Q27686; also: potency is read from the fitted curve at half-maximal effect
Target sequence (Q27686 whole entry, looked up): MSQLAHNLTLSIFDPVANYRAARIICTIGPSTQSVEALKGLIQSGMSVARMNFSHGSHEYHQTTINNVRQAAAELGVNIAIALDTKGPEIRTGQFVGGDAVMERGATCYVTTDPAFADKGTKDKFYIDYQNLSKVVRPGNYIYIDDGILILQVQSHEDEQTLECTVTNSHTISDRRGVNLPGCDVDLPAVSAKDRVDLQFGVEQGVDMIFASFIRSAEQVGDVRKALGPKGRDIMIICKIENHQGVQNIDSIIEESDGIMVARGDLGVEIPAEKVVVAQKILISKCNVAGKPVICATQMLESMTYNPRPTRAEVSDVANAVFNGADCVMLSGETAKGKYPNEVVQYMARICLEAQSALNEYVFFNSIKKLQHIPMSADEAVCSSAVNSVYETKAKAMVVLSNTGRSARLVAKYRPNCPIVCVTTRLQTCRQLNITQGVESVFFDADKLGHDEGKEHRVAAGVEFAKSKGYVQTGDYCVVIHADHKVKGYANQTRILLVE
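Screened at intermediate enzyme activity to detect both inhibitors and activators: LmPK at 0.1 nM, with a 0.5 nM enzyme column as activation reference. PEP 0.5 mM, ADP 0.1 mM; ATP detected by luminescence after 1 h.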
Sm TGR inh = blocks Schistosoma mansoni thioredoxin glutathione reductase. Q962Y6. purified TGR, DTNB reduction, TNB absorbance 405 nm. Potency, µM (series often up to 114 µM), inactives show at the highest dose activity change, negative = inhibition, most hits filed as inhibitors. 3% of 360,000 active; also: potency is read from the fitted curve at half-maximal effect; nearly all actives have a fitted effect of over 60% in size
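First, TGR (20 nM dispensed) and NADPH were mixed with compound. Second, a 15 min room-temperature incubation followed. Third, further NADPH and then DTNB were added to start the reaction. Finally, TNB absorbance was monitored kinetically.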
AmpC detergent = blocks E. coli AmpC beta-lactamase in detergent assay; P00811; AmpC hydrolysis of nitrocefin, absorbance 480 nm, 0.01% Triton; Potency, µM (highest dose often 114 µM), for inactives: at the highest dose activity change, negative = inhibition, usual class: inhibitors; 0.041% of 370,000 active;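 also: potency is read from the fitted curve at half-maximal effect; 0% = no-compound wells and -100% = no-enzyme wells; nearly all actives have a fitted effect of over 25% in size; some results filed as inactive show a strong effect at the top dose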
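20 mM phosphate pH 7.0 + 0.01% (detergent screen) or 0.0001% Triton X-100; 5.3 nM AmpC reagent; cpd preinc 15 min RT; nitrocefin (800 uM stock) to start; A480 q20 s × 4 min; Activity was normalised to no-enzyme and no-compound control wells.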
HCMV antiviral = inhibitors of human cytomegalovirus; HFF cells, HCMV-luciferase reporter, 72 h; hits give low values; activity change, negative = inhibition, % at 57.5 µM; 4.5% of 410,000 active; AID 1259415; in the data active = activity change below about -60%; inconclusive = no clear call, values can overlap the other calls; inactive = above about -39%
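Steps: HFFs plated, 16 h 37C; compounds added; HCMV-luciferase added to MOI 1 PFU/cell; 72 h 37C; OneGlo reagent, 5 min room temperature; luminescence read, normalized to controls.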
AMA1-RON2 inh = inhibitors of Plasmodium falciparum AMA1-RON2 interaction; AlphaScreen AMA1-biotinylated RON2 peptide binding; Potency, µM (top dose mostly 58.2 µM), inactives show at the top dose activity change, negative = inhibition, usual class: inhibitors; 0.2% of 360,000 active;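 also: potency is read from the fitted curve at half-maximal effect; 0% = vehicle wells and -100% = peptide control; nearly all actives have a fitted effect of over 45% in size; some results filed as inactive show a strong effect at the top dose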
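AMA1 (3D7) with his tag at 25 nM final met compounds first, then biotinylated RON2 peptide at 25 nM; detection used donor plus acceptor beads, 10 µg/mL apiece, read by AlphaScreen after 30 min at room temperature.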
Numbers without * were called inactive; & = joins results of further samples; [ ] = remark or other dose. Unless noted, calls follow the shape of the dose curve; as a rule, active = well fitted curve in the direction sought with a large enough effect; inconclusive = small, poorly fitted or top-dose-only effect, or another doubt; inactive = no such curve, though single readings can be large; an effect the other way counts as inactive or inconclusive. Unless noted, % is scaled to controls: 0 for no effect and ±100 for the full control effect. Hits appear at their usual frequency; about 7.4% have a hit in one of these screens.

How did N#Cc1ccc(Cl)cc1NC(=O)CSc1nc2nc(-c3cccs3)cc(C(F)(F)F)c2c(=O)[nH]1 do in these assays?
AmpC no deterg: -31.5%; LmPK inhibitor: -6.4%; Sm TGR inh: 6.3%; AmpC detergent: -2.0%

How did CCOc1ccc(CCN2C(=O)C(=O)N([C@@H](CC(C)C)CN3CCC[C@H]3CN3C(=O)C(=O)NC[C@@H]3Cc3ccccc3)C[C@@H]2Cc2ccc(O)cc2)cc1 do in these assays?
TbPYK inhibitor: 1.5%; HCMV antiviral: -34.3; AMA1-RON2 inh: -9.4%

Results for CC(C)CN(CCNC(=O)c1cn(C)c2ccc(S(=O)(=O)N3CCCC3)cc2c1=O)CC(C)C ?
TbPYK inhibitor: 24.7%&-10.7%; AmpC no deterg: -7.2%; LmPK inhibitor: -7.6%; Sm TGR inh: 3.5%&-1.5%; AmpC detergent: -2.0%&2.0%; HCMV antiviral: -6.8&20.5; AMA1-RON2 inh: -2.6%

How did O=C(Nc1cccc(NC(=O)c2ccccc2[N+](=O)[O-])c1)c1ccccc1Cl do in these assays?
TbPYK inhibitor: 11.5%; AmpC no deterg: -29.2%; LmPK inhibitor: -0.5%; Sm TGR inh: 3.6%; AmpC detergent: inconclusive; HCMV antiviral: 2.0; AMA1-RON2 inh: -12.7%

Results for CCc1noc(C)c1C(=O)N1CCCSC1=Nc1ccccc1C(C)C ?
TbPYK inhibitor: -3.0%; AmpC no deterg: 52.9%; Sm TGR inh: -7.3%; AmpC detergent: 0.0%; HCMV antiviral: inconclusive; AMA1-RON2 inh: -7.1%

How did COc1cc(-c2nnn(CC(=O)NCc3ccccc3)n2)cc(OC)c1OC do in these assays?
TbPYK inhibitor: 1.4%&-4.3%; AmpC no deterg: -11.1%; LmPK inhibitor: 3.9%; Sm TGR inh: -10.9%&2.2%; AmpC detergent: 2.5%&-1.7%; HCMV antiviral: 12.4&5.2; AMA1-RON2 inh: 2.2%

How did Cn1ncc2c(Sc3ccc(Cl)cc3)ncnc21 do in these assays?
TbPYK inhibitor: -2.1%; AmpC no deterg: -5.9%; LmPK inhibitor: -6.3%; Sm TGR inh: 6.2%; AmpC detergent: 1.3%; HCMV antiviral: inconclusive; AMA1-RON2 inh: 5.4%

How did CN1C[C@@H]2[C@@H]3C(=O)N(Cc4ccccc4)C(=O)[C@@H]3[C@](C)(C1=O)N2C(=O)c1ccc(C(C)(C)C)cc1 do in these assays?
TbPYK inhibitor: 1.3%; HCMV antiviral: 18.0; AMA1-RON2 inh: -7.2%

What do the screens show for `COc1ccc(C)cc1NC(=O)CSc1ncc2c(n1)-c1ccc(Cl)cc1N(Cc1ccccc1)S2(=O)=O`?
TbPYK inhibitor: -10.2%; Sm TGR inh: -17.6%; AmpC detergent: 2.1%; HCMV antiviral: 10.9

How did COC(=O)c1cc(S(=O)(=O)NCc2ccc3c(c2)OCO3)cn1C do in these assays?
TbPYK inhibitor: -9.7%; AmpC no deterg: -12.1%; LmPK inhibitor: 0.5%; Sm TGR inh: -19.7%; AmpC detergent: 2.5%; HCMV antiviral: 1.2; AMA1-RON2 inh: -1.6%

Results for COc1ccc(/C=C2\SC(=S)N(CCCC(=O)N3CCN(C)CC3)C2=O)cc1OC ?
TbPYK inhibitor: 0.3%; HCMV antiviral: 3.8; AMA1-RON2 inh: 3.8%

What do the screens show for `CCOc1cc2c(cc1/C=C1/NC(=O)N(CC(=O)OC)C1=O)OCO2`?
TbPYK inhibitor: -3.1%; AmpC no deterg: -1.0%; LmPK inhibitor: -8.6%; Sm TGR inh: -2.9%; AmpC detergent: 2.9%; HCMV antiviral: 22.7; AMA1-RON2 inh: -1.8%

What do the screens show for `Cc1nc(C)c(-c2ccc(SCC(=O)Nc3cccc(F)c3)nn2)s1`?
TbPYK inhibitor: -13.4%; AmpC no deterg: -1.0%; LmPK inhibitor: -2.5%; Sm TGR inh: -2.9%; AmpC detergent: 2.5%; HCMV antiviral: inconclusive; AMA1-RON2 inh: 21.5%

What do the screens show for `CCN1CCN(c2ncc3c(n2)CCN(Cc2cc(F)cc(F)c2)C3)CC1`?
TbPYK inhibitor: 2.6%; Sm TGR inh: -5.1%; AmpC detergent: 7.1%; HCMV antiviral: -11.4

How did Cc1cccc(N2CCN(CCCNc3ncnc4onc(-c5ccc(F)cc5)c34)CC2C)c1 (centres undefined) do in these assays?
TbPYK inhibitor: 0.7%; Sm TGR inh: -2.9%; AmpC detergent: -1.2%; HCMV antiviral: -37.5

How did C=CCC1NS(=O)(=O)OCC1C(C)C (centres undefined) do in these assays?
TbPYK inhibitor: 1.8%; AmpC no deterg: 117.8%[activator]; LmPK inhibitor: -1.8%; Sm TGR inh: -2.2%; AmpC detergent: -4.2%; HCMV antiviral: -18.0; AMA1-RON2 inh: 10.1%

Results for O=C(Nc1ccncc1)C1c2ccccc2Oc2ccccc21 ?
TbPYK inhibitor: -14.5%; AmpC no deterg: 0.8%; LmPK inhibitor: 6.0%; Sm TGR inh: 3.4%; AmpC detergent: 1.3%; HCMV antiviral: 28.2; AMA1-RON2 inh: -4.1%

What do the screens show for `CC(=O)N1CCC(=NNC(=O)c2cccs2)CC1`?
TbPYK inhibitor: -0.3%; AmpC no deterg: -11.4%; LmPK inhibitor: -0.2%; Sm TGR inh: -1.7%; AmpC detergent: inconclusive; HCMV antiviral: 2.2; AMA1-RON2 inh: 14.1%

What do the screens show for `CC1CCN(C(=S)Nc2ccc(SC(F)F)cc2)CC1`?
TbPYK inhibitor: 2.0%; AmpC no deterg: -28.4%; LmPK inhibitor: 0.6%; Sm TGR inh: -1.9%; AmpC detergent: inconclusive; HCMV antiviral: -36.6; AMA1-RON2 inh: -4.8%

Results for N#CCCn1cc(C(=O)O)c(-c2cccc([N+](=O)[O-])c2)n1 ?
TbPYK inhibitor: -3.6%; AmpC no deterg: 92.7%[activator]; LmPK inhibitor: 4.9%; Sm TGR inh: 0.9%; AmpC detergent: -1.1%; HCMV antiviral: -14.5; AMA1-RON2 inh: 17.4%

Results for COC(=O)C1=C(c2cc3ccccc3s2)C[C@@H]2CC[C@H]1N2C(=O)NC(C)C ?
TbPYK inhibitor: 5.9%; HCMV antiviral: -10.6; AMA1-RON2 inh: -5.0%

How did Cc1ccc(S(=O)(=O)CC(=O)N2CCCCCC2)cc1 do in these assays?
TbPYK inhibitor: 2.3%; AmpC no deterg: -9.2%; LmPK inhibitor: 2.6%; Sm TGR inh: -31.4%; AmpC detergent: 3.8%; HCMV antiviral: 8.7; AMA1-RON2 inh: -5.1%

Results for COc1ccc(-c2nc(NC3=NCCCCC3)sc2C)cc1 ?
TbPYK inhibitor: 3.6%; AmpC no deterg: -11.5%[11.4 µM]; LmPK inhibitor: 1.2%; Sm TGR inh: 6.1%; AmpC detergent: -4.5%; HCMV antiviral: -25.3; AMA1-RON2 inh: -1.3%

How did C/C(=N\NC(=O)c1cc(C)[nH]n1)C(C)(C)C do in these assays?
TbPYK inhibitor: -1.9%; AmpC no deterg: -14.3%; LmPK inhibitor: -1.9%; Sm TGR inh: -8.5%; AmpC detergent: -3.9%; HCMV antiviral: -27.7; AMA1-RON2 inh: 33.3%[activator]

What do the screens show for `CCOc1ccc(C2=CC(c3cccc(Br)c3)n3c(nc4ccccc43)N2)cc1Cl` (centres undefined)?
TbPYK inhibitor: 3.8%; Sm TGR inh: inconclusive; AmpC detergent: 0.1%; HCMV antiviral: 95.5

Results for COc1ccc(C(=O)c2ccc(N3CCN(C(=O)c4ccc(F)cc4)CC3)c(F)c2)cc1Br ?
TbPYK inhibitor: -6.0%; AmpC no deterg: 2.7%; LmPK inhibitor: 8.7%; Sm TGR inh: inconclusive; AmpC detergent: inconclusive; HCMV antiviral: -88.5*; AMA1-RON2 inh: 0.0%

Results for Cc1cc(Oc2ccccc2)nc(SCC(=O)Nc2ccc(Cl)c(Cl)c2)n1 ?
TbPYK inhibitor: 4.7%; AmpC no deterg: 0.2%; LmPK inhibitor: 9.8%; Sm TGR inh: 13.1%; AmpC detergent: inconclusive; HCMV antiviral: -24.5; AMA1-RON2 inh: -9.2%

Results for CC1=NNC(=O)C1Cc1ccccc1 (centres undefined) ?
TbPYK inhibitor: -7.3%; HCMV antiviral: 5.2; AMA1-RON2 inh: 3.3%

Results for CC(NC(=O)Nc1ccccc1)c1ccccc1 (centres undefined) ?
TbPYK inhibitor: 4.1%; AmpC no deterg: -13.5%; LmPK inhibitor: -7.7%; Sm TGR inh: -4.0%; AmpC detergent: -0.9%; HCMV antiviral: -23.2; AMA1-RON2 inh: 0.0%

What do the screens show for `O=C(CCCCCn1c(=O)c2sccc2n(Cc2ccccc2Cl)c1=O)NCc1ccc2c(c1)OCO2`?
TbPYK inhibitor: -6.4%; Sm TGR inh: 6.4%; AmpC detergent: 23.8%; HCMV antiviral: 29.8

Reprinted at random: 2 records from the list, in no set order.
Results for COC(=O)C1=C(c2cc3ccccc3s2)C[C@@H]2CC[C@H]1N2C(=O)NC(C)C ?
TbPYK inhibitor: 5.9%; HCMV antiviral: -10.6; AMA1-RON2 inh: -5.0%

What do the screens show for `O=C(CCCCCn1c(=O)c2sccc2n(Cc2ccccc2Cl)c1=O)NCc1ccc2c(c1)OCO2`?
TbPYK inhibitor: -6.4%; Sm TGR inh: 6.4%; AmpC detergent: 23.8%; HCMV antiviral: 29.8

Additional results follow:
Results for CC1=C(C(=O)c2ccccc2)C(c2ccc(OC(F)F)cc2)NC(=S)N1 (centres undefined) ?
TbPYK inhibitor: 1.5%; AmpC no deterg: -40.4%; LmPK inhibitor: -0.8%; Sm TGR inh: 1.0%; AmpC detergent: -8.2%; HCMV antiviral: 23.7; AMA1-RON2 inh: 41.8%[activator]

Results for C/C=C1\COC(C(=O)NCCN2CCCC2)(C(F)(F)F)C=C1C=C1CCCCC1 (centres undefined) ?
TbPYK inhibitor: 5.3%; HCMV antiviral: -5.5; AMA1-RON2 inh: 20.9%

What do the screens show for `Cc1cc(C(=O)CN2C(=O)C3CC=CCC3C2=O)c(C)n1-c1ccccc1` (centres undefined)?
TbPYK inhibitor: 3.2%; AmpC no deterg: 41.8%; LmPK inhibitor: -6.4%; Sm TGR inh: -10.5%; AmpC detergent: -13.8%; HCMV antiviral: -28.1; AMA1-RON2 inh: -13.4%

What do the screens show for `CS(=O)(=O)c1ccccc1-c1nnc(NC(=O)CCS(=O)(=O)c2ccc(Cl)cc2)o1`?
TbPYK inhibitor: 0.7%; AmpC no deterg: -16.9%; Sm TGR inh: -35.4%; AmpC detergent: inconclusive; HCMV antiviral: 27.7; AMA1-RON2 inh: 77.2%[activator]
